High-throughput results from PubChem.
FN deposition inh: fibronectin deposition inhibition. AH1F fibroblasts, Alexa488-fibronectin deposition fluorescence, overnight. inhibition, % at 12.6 µM. hit rate 0.086% among 350,000;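 active means mean inhibition across replicates of 30% or more, regardless of how many single replicates reach that level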;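 further: positive control wells lacked labelled fibronectin entirely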
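Material: AH1F fibroblast monolayer depositing Alexa488-labelled fibronectin into matrix | Input: 10000 AH1F cells/well | Medium: DMEM plus 2% serum, read in PBS | Reagent: Alexa488-fibronectin, 24 nM final in well | Compound dosing: One dose per compound, pinned | Schedule: 1 h adhesion, overnight exposure | Measured by: Fluorescence at 485 nm excitation, 525 nm emission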
C2C12 statin: suppressors of simvastatin-induced myotoxicity in C2C12 myotubes; rescue of ATP level, % at 7.49 µM; hit rate 0.78% among 330,000; ATP luminescence, 48 h; scaled: DMSO 0, geranylgeraniol control 100;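 active means mean ATP rescue above about 67%, or every replicate alone reaching that limit, limit read from the data, passing the limit was not always enough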;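 further: myotubes were challenged with 10 µM simvastatin during compound exposure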
F508del corr: CFTR F508del correction in bronchial cells. CFBE cells, YFP halide quenching; stimulated with forskolin plus potentiator P3; % fluorescence drop versus neutral controls. activity (quench increase), % at 7.58 µM. hit rate 0.36% among 350,000;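 active means mean added fluorescence quench of at least 8% versus neutral control, with both replicates also reaching 8%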;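 further: cells transiently co-express mutant CFTR-F508del with the halide-sensitive YFP; corrector assay measuring rescue of mutant channel to the surface after 24 h compound exposure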
PglD DTNB: inhibitors of Campylobacter jejuni PglD acetyltransferase | hit rate 0.098% among 360,000 | purified PglD enzyme, DTNB colorimetric CoA detection | AID 602405 | inhibition, % at 12.5 µM; in the data active means inhibition above about 16%, passing the limit was not always enough; further: strong numbers were not always called active
miR122 inh: blocks miR-122 activity in Huh7 sensor cells; Huh7 miR-122 Renilla luciferase sensor, 48 h; neutral wells = 0, positive control = 100; activation (reporter increase), % at 12.5 µM; hit rate 0.3% among 340,000;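 active means mean replicate activation score at least 90 and every replicate individually at or above 90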;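 further: higher luciferase means less miR-122 activity so hits act as miR-122 inhibitors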
GSIS activator: GLuc luminescence reporter in INS-1E cells, primary screen for activators of glucose-dependent secretion of insulin; AID 743287; INS-1E GLuc reporter insulin secretion, 2-3 h; activation, % at 16.6 µM; hit rate 0.61% among 370,000;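 active means lowest replicate activation of at least 40%, so every replicate reaches that level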;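 further: 0% = median of neutral control wells and 100% = median of IBMX positive control wells; some compounds called inactive have numbers as strong as hits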
Cneo AK release: causes C. neoformans cell lysis | lysis activity, % at 15 µM | hit rate 0.2% among 360,000 | adenylate kinase release luminescence, 4 h; normalised: neutral wells 0, clomiphene wells 100;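 active means mean lysis activity across replicates of at least 80%, whatever share of replicates individually reach that level; inactive means mean lysis activity below 80%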
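Test system: log-phase Cryptococcus neoformans yeast cells. Input: 5 × 10^6 yeast cells/mL. Medium: fresh YPD growth medium. Doses: single dose. Incubation: static 4 h at 37 °C with compound, 1 h detection. Measured by: luminescent adenylate kinase detection reagent. Read-out: signal increase indicating cell lysis. Benchmarks: Clomiphene.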
PGC1a acetyl inh: PGC1a acetylation modulation, inhibitor mode. U2OS PGC1a acetylation, AlphaScreen anti-acetyl-lysine; with virally co-expressed GCN5 acetyltransferase. inhibition, % at 15.6 µM. hit rate 0.17% among 350,000. AID 651687;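 active means every replicate shows inhibition of at least 40%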;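 further: 0% = neutral control wells and 100% = positive control wells; some results beyond the cut were filed as inactive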
* hit, by the source's call; . = not tested or not shown; [ ] = dose if it differs, or a comment.

Start of the listing, in advance (four entries):
mol	FN deposition inh	C2C12 statin	F508del corr	PglD DTNB	miR122 inh	GSIS activator	Cneo AK release	PGC1a acetyl inh
Nc1nc(N2CCN(c3ccc(F)cc3)CC2)n[nH]1	-3	.	-2.4	.	.	6	.	-5
CCOc1ccccc1NC(=O)CSCC(=O)Nc1ccccc1	-4	-1	.	2	4	11	0	5
C=CCSc1nc(O)c(C2OC(=O)c3c2ccc(OC)c3OC)c(=O)n1-c1ccccc1 (stereo unspecified)	4	.	0.3	4	.	-27	1	2
Cc1c(P(=O)(c2ccccc2)c2ccccc2)c2ccccc2n1C	16	25	0.7	4	5	-2	1	.

Main list, from the start:
mol	FN deposition inh	C2C12 statin	F508del corr	PglD DTNB	miR122 inh	GSIS activator	Cneo AK release	PGC1a acetyl inh
Nc1nc(N2CCN(c3ccc(F)cc3)CC2)n[nH]1	-3	.	-2.4	.	.	6	.	-5
CCOc1ccccc1NC(=O)CSCC(=O)Nc1ccccc1	-4	-1	.	2	4	11	0	5
C=CCSc1nc(O)c(C2OC(=O)c3c2ccc(OC)c3OC)c(=O)n1-c1ccccc1 (stereo unspecified)	4	.	0.3	4	.	-27	1	2
Cc1c(P(=O)(c2ccccc2)c2ccccc2)c2ccccc2n1C	16	25	0.7	4	5	-2	1	.
COc1[nH]c(/N=C/c2ccccc2)c(C#N)c1C#N	10	1	.	-1	13	-4	-2	7
N#CC(C#N)=CC1=C2OC(c3ccccc3)=CC(c3ccccc3)=C2CCC1	.	-10	.	1	-3	-8	4	6
Cc1ccc2[nH]c(=O)c(CN(Cc3ccco3)C(=O)CN3CCCC(C)C3)cc2c1 (stereo unspecified)	4	.	0.0	.	-5	3	.	.
CCOC(=O)C1(CC)NC(c2ccco2)C2C(=O)N(C)C(=O)C21 (stereo unspecified)	1	-11	.	-5	-4	.	-3	10
O=C(CN1C(=O)COc2ccc(Cl)cc21)Nc1ccccn1	-4	-1	0.5	-5	1	0	0	10
O=C(NCC1CC1)[C@H]1[C@H](CO)[C@H]2Cn3c(ccc(-c4ccccc4)c3=O)[C@H]2N1CC1CC1	.	4	-1.5	7	2[16.7 µM]	-14	-3	-1
CCCN1C(=O)/C(=C\C=C2\N(CC)c3ccccc3C2(C)C)SC1=S	-20	-18	16*	1	.	12	1	5
CCCOc1ccc2c3c(c(=O)oc2c1OCCC)CCC3	-6	-15	.	0	-2	.	0	-12
OC(CNC1CCCc2ccccc21)COc1ccc2ccccc2c1 (stereo unspecified)	1	15	.	3	-10	-11	2	-14
CN(C(=O)C1CCN(S(=O)(=O)c2cccs2)CC1)c1ccccc1	2	18	-7.2	5	-5	14	-5	.
COC(=O)C1CCN(c2cc(=O)n(-c3ccccc3Cl)c(=O)[nH]2)CC1	7	-15	.	0	-4	6	-1	-3
S=C1NCCC12C(=S)Nc1ccccc12 (stereo unspecified)	.	0	1.9	-5	-2	.	0	-13
Cc1ccc(S(=O)(=O)N(C)C[C@H]2OCCCC[C@H](C)Oc3ccc(NC(=O)c4ccncc4)cc3C(=O)N([C@H](C)CO)C[C@@H]2C)cc1	-4	.	-1.0	-1	0[16.7 µM]	-15	22	3
O=C(Nc1ccc(Cl)cn1)c1cccc(S(=O)(=O)N2CCCC2)c1	0	-4	-1.7	-2	.	-12	-3	.
COc1ccc(C2CC3CC(c4ccccc4)N2O3)cc1 (stereo unspecified)	.	-5	.	4	2	0	5	0
O=C(Nc1ccc(O)c(C(=O)O)c1)c1cccc(NC(=O)c2ccco2)c1	7	-13	1.9	7	1	-17	0	-3
CCCCOC(=O)C[N+](C)(C)CCOC1CC2CCC1(C)C2(C)C (stereo unspecified)	-17	-133	-1.3	-6	-2	-12	-5	-2
Cc1ccc(NC(=O)CCC(=O)c2ccc(Cl)s2)nc1	-5	3	0.1	2	-5	11	0	-6
Cc1noc(C)c1COC(=O)C1CCN(S(=O)(=O)c2ccc(F)cc2)CC1	-10	-3	-0.1	-1	-9	-16	-1	3
COc1ccc(CNC(=O)COC(=O)c2ccc(Br)cc2)cc1	.	7	0.1	-1	-2	-4	0	6
Cc1nnc(Nc2ccc(Cl)cc2)n(N)c1=O	-9	6	.	2	3	.	-1	9
CN1/C(=C/C(=O)COC(=O)C2COc3ccccc3O2)C(C)(C)c2ccccc21 (stereo unspecified)	.	-2	1.0	-9	-4	.	0	-8
N=c1sccn1CC(=O)Nc1ccc(S(N)(=O)=O)cc1	1	56	11*	-3	-9	-8	-2	12
CN(C)C(=O)CCc1ccc2c3c([nH]c2c1)[C@]1(CCc2ccccc2)[C@@H](C(=O)N2CCCCC2)C[C@H](CC(=O)NCCCn2ccnc2)C(=O)N1CC3	1	1	-0.2	7	-9	.	-2	-6
Cn1cc(C(=O)NCCN2CCN(c3cccc(Cl)c3)CC2)c2c3ccccc3n(C)c2c1=O	-4	-5	.	11	-2	-11	0	-13
Cc1[nH]n(-c2cccc(Cl)c2)c(=O)c1C=NC12CN3CN(CN(C3)C1)C2	.	4	.	-3	4	.	2	-1
CCN1CCCc2cc(CN(CCN3CCOCC3)C(=O)Nc3ccc(C)c(C)c3)ccc21	2	4	.	9	1	-25	-7	9
O=C(CC1OC(=O)c2ccccc21)Nc1cccc(S(=O)(=O)N2CCCCCC2)c1 (stereo unspecified)	.	.	-0.7	-7	1	-18	0	-5
COc1nc(OC)nc(N2CCC(C(=O)NCc3cccs3)CC2)n1	4	0	.	9	-2	.	-4	-12
c1ccc(-c2onc(-c3ccco3)c2-c2ccc3[nH]ccc3c2)cc1	1	-133	5.3	3	.	-7	3	.
COc1ccccc1NC(=O)c1ccccc1SCC(=O)N1CCCC1	5	-6	-0.6	-4	6	.	2	-3
Cc1ccc(NC(=O)C2CC2c2ccccc2)cc1 (stereo unspecified)	6	6	0.7	-6	1	-17	-2	13
COc1ccc(N2CCN(C(=O)CCc3ccc(S(=O)(=O)NCC(C)C)cc3)CC2)cc1	.	28	.	-1	8	.	0	10
N#C/C(=C\c1ccc[nH]1)C(=O)Nc1ccccc1[N+](=O)[O-]	.	2	5.3	1	1	8	-1	2
O=C(NCc1ccc2c(c1)OCO2)c1cc(S(=O)(=O)N2CCCCC2)ccc1F	.	0	.	-2	.	-7	0	27
Oc1c(CN2CCN(c3ccc(F)cc3)CC2)cc(Cl)c2cccnc12	.	-41	-3.0	2	.	2	2	-11
O=C(NCC1CCCN(Cc2cccc(F)c2)C1)c1cccc2ccccc12 (stereo unspecified)	-1	14	1.6	0	0	-2	-2	17
COc1ccc(CNS(=O)(=O)c2ccc(-n3cnnn3)c(C)c2)cc1	0	-2	1.1	0	-1	0	2	.
O=C(CCC(=O)NC1CC1)Nc1nnc(C2CCCCC2)s1	20	-10	.	-1	-6	.	-3	-1
Cc1cccc(C)c1NC(=O)C(=O)NCc1ccccn1	-7	8	.	-3	-1	.	-1	4
O=C1c2cc(N3CCCC3)c([N+](=O)[O-])cc2C(=O)N1c1ccccc1	1	6	.	-5	-1	5	-3	4
Cc1ccc(NC(=O)CCC(=O)NNC(=S)Nc2ccc(F)cc2F)cc1C	6	-2	1.8	-5	1	-20	0	6
CCOc1ccc(CCNC(=O)C2CCN(C(=O)N(C)C)CC2)cc1OCC	.	-54	.	5	3	3	-1	-17
COc1cccc(N2CCN(c3ncnc4c3cnn4-c3ccc(C)cc3C)CC2)c1	-4	26	4.8	3	-6	.	-3	40
Cc1ccc(S(=O)(=O)NCCc2nc3ccccc3[nH]2)cc1	-6	7	0.9	.	5	15	.	.
Cc1nc(SCC(=O)Nc2cc(C)on2)c2c(=O)n(C)c(=O)n(C)c2n1	3	0	2.5	0	-5	.	-3	.
CCOC(=O)c1[nH]c(C)c(C(=O)/C=C/c2ccc(C(=O)O)cc2)c1C	-1	-1	2.9	-1	0	129	-1	-5
COC(=O)CCN1CCC2CC1c1cc(N3CCCCC3)ccc12 (stereo unspecified)	3	-3	0.9	3	-2	-2	1	5
N#C[C@@H]1[C@H](c2ccc(C3=CCCCC3)cc2)[C@@H](CO)N1C(=O)Cc1ccncc1	-1	12	2.2	-4	.	1	-5	3
CC(=O)N/C(=C\c1ccccc1)C(=O)OCc1ccc(C)cc1	4	4	1.3	7	-1	-9	7	-2
CCN(C(=O)Cn1cnc2c1c(=O)n(C)c(=O)n2C)C1CCCCC1	-2	1	2.3	-1	.	12	2	-6
Cc1c(C)[n+](=O)c(C)c(C)n1[O-]	-1	5	-1.9	-9	6	12	-1	-3
COc1ccc(-c2nc(CN3CCC(C(=O)N4CCOCC4)CC3)c(C)o2)cc1OC	6	2	-1.1	3	-3	7	0	-2
C[C@@H]1CN([C@@H](C)CO)C(=O)c2cccc(NC(=O)Nc3ccc(C(F)(F)F)cc3)c2O[C@@H]1CN(C)CC1CC1	.	1	5.3	2	-10[16.7 µM]	-31	-11	1
O=C(O)c1ccccc1C(=O)N(Cc1ccccc1)Cc1ccccc1	-9	7	.	-7	2	.	2	5
CC(=O)N1c2ccc(S(=O)(=O)N3CCCC(C(=O)N4CCC(C)CC4)C3)cc2CC1C (stereo unspecified)	4	.	5.5	3	-3	-21	0	2

(listing goes on)
mol	FN deposition inh	C2C12 statin	F508del corr	PglD DTNB	miR122 inh	GSIS activator	Cneo AK release	PGC1a acetyl inh
COc1ccc(C2=NN(C(=O)c3ccccc3)C(c3ccccc3)C2)c(O)c1 (stereo unspecified)	-1	-17	3.1	-11	.	2	0	-22
CSc1ccc(/C=C(/NC(=O)c2ccco2)C(=O)NCc2ccco2)cc1	.	13	0.0	-4	.	15	3	.
COc1ccc2cc(C(=O)N(C)CC(=O)Nc3ccccc3Br)ccc2c1	-2	-4	1.3	0	-12	.	-3	-2
CCC(=O)N1CCCCN2[C@H](CO)[C@H](c3ccc(-c4ccc(F)cc4)cc3)[C@H]2C1	.	-10	-0.7	-4	13[16.7 µM]	-8	2	-2
C[C@H](CO)N1C[C@H](C)[C@H](CN(C)C)Oc2ccc(NS(C)(=O)=O)cc2C1=O	-2	4	0.0	-2	10[16.7 µM]	13	2	-4
CC(C)NC(=O)c1cc2nc(-c3ccco3)cc(C(F)(F)F)n2n1	.	3	-0.5	1	-5	4	-8	-3
CCOC(=O)c1ccccc1NC(=O)CN(c1cccc(OC)c1)S(C)(=O)=O	-2	20	.	-2	6	.	-2	-17
O=C(CC1NCCNC1=O)Nc1ccc(Cl)c(Cl)c1 (stereo unspecified)	3	8	.	2	-2	52	-1	.
COc1ccc(-c2ccc(N)[n+](CCCC(=O)O)n2)cc1	-3	-7	0.7	-3	-1	.	-1	-2
CO/C=C/C#CC1(O)CCN(C)CC1	10	.	.	2	-20	-2	0	.
CC1Cn2c(nnc2-c2cccc(N)c2)S1 (stereo unspecified)	14	4	-3.6	7	-3	3	-1	2
COc1ccccc1NC(=O)Nc1nnc(Cc2ccc(F)cc2)s1	-6	-3	1.7	2	-10	5	3	-23
COc1ccc(CN2CCN(Cc3cn(C)nc3-c3ccccc3)CC2CCO)c(C)c1C (stereo unspecified)	9	1	1.0	-1	-2	-26	1	1
